POLK inh: inhibitors of human DNA polymerase kappa; AID 588579; 0.53% of 400,000 active; purified Pol kappa, fluorescent DNA synthesis assay, 10 min; Q9UBT6; Potency, µM (series often up to 107 µM), without a hit: at the top dose activity, negative = inhibition, actives largely listed as inhibitors; also: potency is read from the fitted curve at half-maximal effect; % is scaled to controls: 0 for no effect and ±100 for the full control effect
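50 nM final substrate added after 15 min RT preincubation of 10 nM Pol kappa with compound; fluorescence read at 0 and 10 min.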
Pol iota inh: inhibitors of human DNA polymerase iota. 1% of 390,000 active. Pol iota fluorescent replication assay, 10 min. Q9UNA4. Potency, µM (titrated, usually from 115 µM), without a hit: top-dose activity, negative = inhibition, actives largely listed as inhibitors; also: potency is read from the fitted curve at half-maximal effect
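Pol iota at 10 nM preincubated 15 min with compounds at room temperature; reaction started with fluorescent substrate, 50 nM final. Fluorescence read kinetically at 0 and 10 min; buffer-only wells as negative control.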
Pol beta inh: inhibitors of human DNA polymerase beta | P06746 | Pol beta primer extension/strand displacement, fluorescence kinetic | Potency, µM (series often up to 114 µM), without a hit: top-dose activity change, negative = inhibition, actives largely listed as inhibitors | 1.3% of 340,000 active; also: potency is read from the fitted curve at half-maximal effect; % is scaled to controls: 0 for no effect and ±100 for the full control effect
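Enzyme-only controls used 10 nM Pol beta; buffer lacking enzyme served as negative control. Compound preincubated 15 min, then 50 nM substrate added; 0 and 10 min reads at room temperature.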
BLM helicase inh: blocks DNA unwinding by human BLM helicase | recombinant BLM DNA unwinding, fluorescence dequenching | Potency, µM (top dose mostly 56.1 µM), inactives show at the top dose activity change, negative = inhibition, most hits filed as inhibitors | 0.2% of 350,000 active | AID 2528;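 also: potency is read from the fitted curve at half-maximal effect; plate controls were vehicle for no effect and no enzyme for full effect; nearly all actives have a fitted effect of over 35% in size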
Apoferritin bind: candidate novel general anesthetic via apoferritin binding. apoferritin/1-aminoanthracene competitive binding, fluorescence. Potency, µM (series often up to 77.5 µM), for inactives: top-dose activity change, negative = displacement, actives largely listed as inhibitors. 0.074% of 350,000 active. P02791; also: potency is read from the fitted curve at half-maximal effect; % is scaled to controls: 0 for no effect and ±100 for the full control effect; nearly all actives have a fitted effect of over 20% in size
Target sequence (P02791 2-175 limits assumed): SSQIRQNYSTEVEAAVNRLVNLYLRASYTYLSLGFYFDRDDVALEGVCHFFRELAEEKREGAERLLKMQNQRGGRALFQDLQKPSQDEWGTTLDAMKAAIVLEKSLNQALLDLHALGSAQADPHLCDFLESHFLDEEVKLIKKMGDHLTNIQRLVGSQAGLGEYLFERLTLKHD
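In PBS, apoferritin at 10 uM is loaded with 1-AMA from a 50% saturated solution. After 10 min of compound exposure at ambient temperature, reduced 535 nm fluorescence indicates probe displacement.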
Pol eta inh: DNA polymerase eta (human) inhibition | 1.2% of 390,000 active | recombinant Pol eta, fluorescent DNA replication assay | Potency, µM (highest dose often 114 µM), for the others: top-dose activity change, negative = inhibition, actives largely listed as inhibitors | AID 588591; also: potency is read from the fitted curve at half-maximal effect; % is scaled to controls: 0 for no effect and ±100 for the full control effect
Target sequence (Q9Y253 whole entry, looked up): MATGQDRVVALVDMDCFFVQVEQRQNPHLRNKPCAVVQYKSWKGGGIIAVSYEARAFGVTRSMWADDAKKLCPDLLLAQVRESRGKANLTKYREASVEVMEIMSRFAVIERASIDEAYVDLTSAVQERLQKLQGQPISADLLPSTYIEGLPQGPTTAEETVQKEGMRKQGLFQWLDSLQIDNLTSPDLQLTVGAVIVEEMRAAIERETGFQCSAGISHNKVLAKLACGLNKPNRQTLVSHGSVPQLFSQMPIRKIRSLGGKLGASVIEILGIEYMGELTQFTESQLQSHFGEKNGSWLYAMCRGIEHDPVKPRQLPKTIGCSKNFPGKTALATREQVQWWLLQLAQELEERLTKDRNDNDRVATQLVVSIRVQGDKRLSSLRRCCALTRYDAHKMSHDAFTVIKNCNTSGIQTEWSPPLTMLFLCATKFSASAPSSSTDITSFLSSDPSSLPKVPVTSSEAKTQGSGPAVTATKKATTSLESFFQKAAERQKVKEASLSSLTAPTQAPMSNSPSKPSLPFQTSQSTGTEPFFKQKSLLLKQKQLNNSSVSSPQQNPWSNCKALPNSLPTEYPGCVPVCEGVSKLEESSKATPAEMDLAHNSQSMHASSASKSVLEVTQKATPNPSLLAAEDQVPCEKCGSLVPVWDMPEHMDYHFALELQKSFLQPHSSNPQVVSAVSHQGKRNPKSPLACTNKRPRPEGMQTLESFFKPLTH
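Pol eta (10 nM) was preincubated with compounds for 15 min at room temperature, after which fluorescent replication substrate (50 nM final) was added to start the reaction. Fluorescence was read kinetically at 0 and 10 min.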
RXFP1 antagonist: antagonists of human relaxin receptor RXFP1; Q9HBX9; HEK293-RXFP1, relaxin-stimulated cAMP HTRF, 30 min; stronger effect = lower value; activity change, negative = inhibition, % at 57.5 µM; 0.59% of 350,000 active; AID 1259400;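 active = activity change of -60% or lower, but not beyond a set lower limit; inconclusive = change between -60% and -40%, or beyond the set limit; inactive = change above -40%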; also: % is scaled to controls: 0 for no effect and ±100 for the full control effect
PGK inhibitor: T. brucei PGK inhibition; P07378; AID 602233; Potency, µM (top dose mostly 57.5 µM), without a hit: at the top dose activity change, negative = inhibition, hits mostly inhibitors; 0.043% of 380,000 active; PGK/GAPDH coupled, Kinase-Glo luminescence, 60 min; also: potency is read from the fitted curve at half-maximal effect; % is scaled to controls: 0 for no effect and ±100 for the full control effect; nearly all actives have a fitted effect of over 60% in size
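Luminescent ATP detection (Kinase-Glo Plus) follows a 60-minute room-temperature incubation, with wells lacking PGK as controls. Buffer: 100 mM TEA (pH 7.6), 5 mM MgCl2, 0.01% Tween-20. Coupling enzyme GAPDH (100 nM final) supplies unstable 1,3-BPG in-well.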
APE1 inh: APE1 (human) endonuclease inhibition; recombinant APE1, TAMRA/BHQ-2 abasic DNA cleavage fluorescence; Potency, µM (doses to about 65.8 µM), for the others: at the top dose activity change, negative = inhibition, hits mostly inhibitors; 0.35% of 350,000 active; AID 2517;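 also: potency is read from the fitted curve at half-maximal effect; plate controls were vehicle for no effect and reference inhibitor for full effect; nearly all actives have a fitted effect of over 55% in size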
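Quantitative HTS: incision of a TAMRA/BHQ-2 double-stranded substrate bearing a tetrahydrofuran abasic site by 0.75 nM APE1 raises fluorescence. Substrate 50 nM final, added after 15 min compound preincubation at room temperature; progress as third-minus-first kinetic read difference.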
Numbers without * were called inactive; i = inactive; u = inconclusive; x = not tested or not shown; & = joins results of further samples; [ ] = another dose, or the depositor's remark. Unless noted, calls follow the shape of the dose curve; as a rule, active = well fitted curve in the direction sought with a large enough effect; inconclusive = small, poorly fitted or top-dose-only effect, or another doubt; inactive = no such curve, though single readings can be large; an effect the other way counts as inactive or inconclusive.

SMILES	POLK inh	Pol iota inh	Pol beta inh	BLM helicase inh	Apoferritin bind	Pol eta inh	RXFP1 antagonist	PGK inhibitor	APE1 inh
CN(C)S(=O)(=O)c1ccc(N2CCCC2)c(C(=O)NCc2cccc(C(F)(F)F)c2)c1	-4%	28%	-1%	-2%	-14%	6%	-3	-10%	6%
CC1CCc2c(nc3ncnn3c2NCCc2ccccc2F)C1 (stereo not drawn)	-3%	39%[activator]	-7%	-8%	-11%	-1%	-1	-5%	1%
CC(=O)Nc1ccc(-c2nc3ccc(NC(C)=O)cc3o2)cc1	-22%	-3%	52%	-1%	1%	-7%	2	-4%	40%[activator]
COc1cc(C(=O)NCC(=O)N/N=C\C(C)=C/c2ccccc2)cc(OC)c1OC	-12%	21%	-13%	-5%	u	-6%	-4	4%	12%
Cn1nccc1C(=O)NC(=S)Nc1cc(Cl)cc(Cl)c1	-2%	52%[activator]	49%	-6%	-11%	2%	3	-4%	0%
Cc1ccc(N2CCN(C(=O)NC3CCCCC3)CC2C)cc1 (stereo not drawn)	-23%	26%	5%	-1%	3%	-9%	-4	i	1%
Cc1c(C(=O)OC2CCCC2)[nH]c2c1C(=O)CC(c1ccc(C(C)(C)C)cc1)C2 (stereo not drawn)	-11%	38%[activator]	-25%	0%	-2%	-4%	-6	-7%	x
CCCc1cc(=O)[nH]c(SCC(=O)Nc2cccc(S(=O)(=O)N3CCCCC3)c2)n1	10%	-9%	x	x	x	-8%	-5	i	-4%
Cc1cc(O)c(-c2cc(C(=O)NCCc3ccc(S(N)(=O)=O)cc3)[nH]n2)cc1C	-12%	41%[activator]	1%	-15%	1%	-12%	14	i	-3%
Cc1ccc(C2CC(=O)Oc3cc(C)c(Br)c(C)c32)cc1 (stereo not drawn)	0%&-8%	15%	x	-6%[75.6 µM]	36%[activator][110 µM]	-22%	x	6%	-7%&6%
Cc1cc(C)nc(Sc2ccc3nnc(C(F)(F)C(F)(F)C(F)(F)F)n3n2)n1	0%[60.1 µM]	23%	8%	-3%	-9%	-9%	-15	-4%	2%
CCN(CC)c1nc(N)nc(N(c2ccccc2)c2ccccc2)n1	-4%	4%	0%	-15%	-12%	-10%	x	i	9%
Cn1cc(-c2ccccc2C(=O)O)c(=O)c2ccccc21	-8%	-10%	-10%	0%	0%	-1%	2	-9%	19%
Cc1ccc2c(c1)Cc1c(nc(-c3ccc(F)cc3)nc1SCC(=O)N1CCCCC1)O2	-6%	21%	19%	-5%	0%	2%	-9	-1%	x
CCc1cc(=O)oc2cc(C)cc(OCC(=O)NCCN3CCOCC3)c12	-4%	2%	36%	2%	-3%	-2%	24	6%	-6%
Cc1c(OCc2ccc(C(=O)O)o2)ccc2c3c(c(=O)oc12)CCC3	5%[60.1 µM]	40µM*	35µM*	0%	-5%	18µM*	-4	u	u
CC1(C)CC(=O)c2c(O)cc(OCc3ccc([N+](=O)[O-])cc3)cc2O1	-6%	18%	26%	0%	-13%	-6%	7	-5%	-2%
CCN(CC)S(=O)(=O)c1ccc(NC(=O)CC(NC(C)=O)c2ccccc2)cc1 (stereo not drawn)	5%	-9%	-3%	-10%	u	-13%	-12	i	-3%
O=C(NCc1cccnc1)c1cc(Sc2cccc(Cl)c2)nc2ccccc12	-21%	10%	2%	-2%	-7%	-8%	-5	-3%	21%
O=C(c1ccccc1NS(=O)(=O)c1cccs1)N1CCOCC1	-8%	15%	u	3%	-2%	-15%	-6	-2%	0%
O=C(OCc1cccc([N+](=O)[O-])c1)c1ccc2ccccc2n1	-1%	125%[activator]	3%	2%	u	-16%	13	-3%	-6%
COc1cc(C(N)=O)cc(Br)c1OCc1ccccc1	-10%	30%[activator]	24%	-2%	-10%	-7%	5	-6%	-2%
Cc1cccc(C)c1Nc1c(-c2ccsc2)nc2cccc(C)n12	-5%	-8%	8%	-7%	9%	-15%	-40	8%	x
O=C1CN(C(=O)c2ccc(F)c(S(=O)(=O)N3CCOCC3)c2)c2ccccc2N1	-6%	118%[activator]	23%	-2%	-10%	-23%	-12	-5%	1%
CC(=O)c1cccc(-n2nnnc2SCC(=O)N2CCCC2)c1	-1%	2%	3%	-1%	-1%	5%	7	i	-3%
CCC(=O)N1CCc2cc(Br)cc(S(=O)(=O)N3CCN(c4ccc(C(C)=O)cc4)CC3)c21	1%	26%	-3%	1%	2%	10%	3	9%	x
Cn1c(C(=O)N[C@@H](Cc2ccccc2)C(=O)O)cc2cc(F)ccc21	5%[60.1 µM]	-8%	52%	-3%	-2%	-10%	10	-5%	11%
COc1ccc(/C=C/C(=O)N2CCN(S(=O)(=O)c3ccccc3)CC2)cc1OC	0%	19%	5%	2%	-17%	-17%	-2	-3%	-3%
c1ccc(Cn2ncc3c(Nc4ccccc4)ncnc32)cc1	-7%	-24%	2%	-4%	-3%	-3%	4	-1%	-3%
CCNc1nc(NCC)n2c(SCC(=O)Nc3ccc(C)cc3Br)nnc2n1	8%	28%	x	x	x	-11%	-18	2%	15%
COc1ccc(OCC(=O)Nn2c(-c3ccc(C)cc3)nc3ccccc3c2=O)cc1	1%	6%	-20%	4%	-5%	-21%	4	1%	1%
Fc1ccccc1-c1nc(-c2ccc(Cl)cc2)no1	-5%	25%	x	x	x	-21%	7	0%	x
Nc1nonc1-n1nnc(C(=O)N/N=C/c2ccc(OCc3cccc(Cl)c3)cc2)c1CN1CCCCC1	8%	2%	3%	-6%	-24%	-9%	0	-4%	-4%
Cc1ccc(S(=O)(=O)N(C)CC(=O)NC2CC(C)(C)NC(C)(C)C2)cc1	-1%	9%	-28%	0%	0%	0%	14	4%	1%
O=C(O)c1ccc(-n2nc(C(F)(F)F)c3c2CCCC3)cc1	-13%&-18%	48%&6%[activator]	6%&0%	2%&-4%	-6%&-7%	-11%&1%	0&-10	-8%&-8%	6%&2%
CCOC(=O)CNC(=O)N1CCCC(C(=O)c2ccc3c(c2)OCO3)C1 (stereo not drawn)	2%	34%[activator]	-29%	0%	-7%	-17%	2	x	-5%
CC(O)CNc1ncnc2cc(-c3ccc(F)cc3)sc12 (stereo not drawn)	9%	-11%	1%	-5%	41%[activator]	8%	7	-7%	16%
C=COCCNC(=S)N1CCOCCOCCN(C(=S)NCCOC=C)CCOCC1	-9%	-7%	7%	-6%	-5%	2%	4	-4%	-6%
CCNc1ccc(S(=O)(=O)N(C)C)cc1NCC(=O)Nc1ccc(Br)cc1F	6%	-3%	2%	-4%	-10%	u	x	-1%	5%
O=C1CN(S(=O)(=O)c2ccc(Cl)cc2)c2ccccc2N1	5%	48%[activator]	13%	0%	-1%	2%	2	-3%	5%
CC(=O)Nc1nonc1-c1nnc(SCC(=O)Nc2ccccc2Cl)n1C	-21%	27%	1%	0%	-3%	-6%	-7	-2%	x
Cc1ccc2nc(SCC(=O)NCc3ccc(F)cc3)[nH]c2c1	9%	5%	14%	-4%	29%	-10%	0	i	15%
C/C(Cc1ccccc1)=N\NC(=O)CNC(=O)c1cccc(Cl)c1	-14%	48%[activator]	4%	-3%	u	0%	-12	1%	-1%
O=c1c2ccccc2oc2nc(-c3ccco3)n(-c3ccccc3)c(=O)c12	-9%	46%[activator]	20%	-3%	-7%	-2%	21	-5%	0%
O=C(NCC1CCN(C(=O)c2cccc([N+](=O)[O-])c2)CC1)c1cccc([N+](=O)[O-])c1	-1%	32%[activator]	4%	-1%	-13%	-6%	-2	9%	5%
CCN1C(=O)c2ccccc2S(=O)(=O)c2ccc(C(=O)NCCOC)cc21	-8%	107%[activator]	4%	-2%	7%	-7%	-4	-2%	-3%
CCCC(C)C(=O)Nc1ccc2c(c1)OCCO2 (stereo not drawn)	1%	-14%	22%	-3%	-10%	-16%	-7	i	10%
Cc1ccc2nc(-c3cc(NC(=O)c4ccc5c(c4)OCCO5)ccc3Cl)oc2c1	-12%	-24%	7%	0%	2%	-7%	-17	8%	x
CS(=O)(=O)N(CC(=O)Nc1ccc2c(c1)OCO2)c1ccc2c(c1)OCO2	-6%	21%	-1%	-2%	-8%	-2%	-1	-4%	2%
COc1ccc(/C=N/NC(=S)NCc2ccccc2)cc1OC	-18%	12%	-1%	-6%	-2%	-14%	-2	-2%	-2%
Cc1ccc(NC(=O)C2CCN(c3nn4c(=O)cc(C)nc4s3)CC2)cc1	4%	5%	36%	-2%	-1%	-14%	x	-6%	x
O=C(O)CCc1nn2c3ccccc3nc2n(Cc2ccccc2)c1=O	-9%	82%[activator]	5%	-6%	-1%	-24%	20	i	1%
COCCCNc1c2c3c(cccc3[nH]c1=O)C(=O)c1ccccc1-2	u	u	25µM*	-10%	480%[activator]	u	x	-2%	u
CC1(C)CC(CC(=O)O)(c2ccc(Cl)cc2)CCO1 (stereo not drawn)	4%	-4%	-11%	-3%	-2%	-15%	-11	-3%	-3%
CC(C)=CCC/C(C)=C/CC/C(C)=C/CC/C(C)=C/CC1=C(C)C(=O)c2ccccc2C1=O	-16%	45%[activator]	10%	-20%	-13%	-11%	x	0%	u
COc1cccc(CN2CCCC(CNC(=O)c3ccc(F)cc3)C2)c1OC (stereo not drawn)	-1%	82%[activator]	-11%	1%	9%	-19%	-16	-1%	0%
COc1ccc(NC(=O)c2ccc(NC(=O)CSc3nccc(=O)[nH]3)cc2)cc1	-10%	2%	13%	-4%	5%	25µM*	-2	u	2%
Fc1ccc(NC(=S)Nc2cccnc2)c(F)c1F	-16%	44%[activator]	-8%	1%	-2%	-10%	-1	-1%	0%

Sorted by number of heavy atoms (descending): some entries from above.
SMILES	POLK inh	Pol iota inh	Pol beta inh	BLM helicase inh	Apoferritin bind	Pol eta inh	RXFP1 antagonist	PGK inhibitor	APE1 inh
COc1ccc(OCC(=O)Nn2c(-c3ccc(C)cc3)nc3ccccc3c2=O)cc1	1%	6%	-20%	4%	-5%	-21%	4	1%	1%
O=C(O)CCc1nn2c3ccccc3nc2n(Cc2ccccc2)c1=O	-9%	82%[activator]	5%	-6%	-1%	-24%	20	i	1%
c1ccc(Cn2ncc3c(Nc4ccccc4)ncnc32)cc1	-7%	-24%	2%	-4%	-3%	-3%	4	-1%	-3%

A portion of the library. The share of hits here may be higher or lower than overall.
